Granule exo inh: blocks lytic granule exocytosis; TALL-104 LAMP-1 surface exposure, flow cytometry; cells stimulated with thapsigargin and PMA; inhibition, % at 10 µM; hit rate 0.66% among 360,000; AID 651702;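 active = inhibition above about 55%, limit read from the data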
Vif inh: HIV Vif inhibition; HEK293T cells, Vif self-association by quenched fluorescence, imaging, 24 h; inhibition, % at 7.49 µM; hit rate 0.35% among 340,000; AID 602346; in the data active = inhibition above about 50%, passing the limit was not always enough; also: some results filed as inactive read as strong as hits
ABCB6 inh 2: human ABCB6 transporter inhibition | fluorescence ratio to DMSO, % at 10 µM | AID 602162 | K562-ABCB6 porphyrin accumulation, flow cytometry, 1 h; stronger effect = lower value | hit rate 0.19% among 360,000 | Q9NP58;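 active = fluorescence ratio to DMSO below 75%, the collection mean minus 3 SD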;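 also: signal is porphyrin accumulated inside mitochondria; 100% equals median channel fluorescence of DMSO control wells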
Target sequence (Q9NP58 whole entry, looked up): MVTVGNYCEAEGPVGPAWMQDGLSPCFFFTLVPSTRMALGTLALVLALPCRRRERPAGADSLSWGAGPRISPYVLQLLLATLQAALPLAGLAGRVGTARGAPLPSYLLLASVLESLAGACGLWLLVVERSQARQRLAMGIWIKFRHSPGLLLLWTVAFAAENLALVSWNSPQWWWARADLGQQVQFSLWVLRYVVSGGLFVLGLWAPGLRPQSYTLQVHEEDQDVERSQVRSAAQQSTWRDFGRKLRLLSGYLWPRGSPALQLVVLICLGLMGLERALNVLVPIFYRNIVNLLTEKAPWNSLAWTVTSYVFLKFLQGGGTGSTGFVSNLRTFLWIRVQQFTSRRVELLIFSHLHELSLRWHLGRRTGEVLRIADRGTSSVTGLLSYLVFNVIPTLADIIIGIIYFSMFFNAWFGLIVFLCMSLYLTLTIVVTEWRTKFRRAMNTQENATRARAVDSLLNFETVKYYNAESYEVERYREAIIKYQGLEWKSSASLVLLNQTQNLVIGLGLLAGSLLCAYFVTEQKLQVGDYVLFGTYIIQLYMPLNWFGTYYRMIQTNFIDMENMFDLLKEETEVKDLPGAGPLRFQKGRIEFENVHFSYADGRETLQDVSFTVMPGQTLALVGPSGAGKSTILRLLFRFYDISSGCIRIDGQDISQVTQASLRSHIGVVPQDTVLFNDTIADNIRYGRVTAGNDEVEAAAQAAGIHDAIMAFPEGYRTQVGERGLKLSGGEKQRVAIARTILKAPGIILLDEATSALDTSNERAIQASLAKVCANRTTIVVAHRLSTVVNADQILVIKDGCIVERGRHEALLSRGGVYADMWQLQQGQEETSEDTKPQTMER
TLR9-MyD88 block: inhibitors of human TLR9-MyD88 binding. Q9NR96+Q99836. CHO BLA complementation TLR9-MyD88, CCF4 FRET ratio. inhibition, % at 4.98 µM. hit rate 0.21% among 340,000. AID 504734;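 active = inhibition above the mean over all tested compounds plus 3 SD, cut at about 21% in these data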;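 also: 0% = DMSO only wells and 100% = clavulanate BLA inhibitor control wells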
N-glyco inh: blocks N-linked glycosylation in D54 reporter cells | D54 ERlucT glycosylation luciferase reporter, 24 h; percent of 100 nM tunicamycin response | reporter increase, % at 12.5 µM | hit rate 0.23% among 360,000 | AID 588692;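 active = mean luciferase reporter signal, scaled so untreated is 0 and the glycosylation-blocking control 100, at or above a set limit in every replicate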;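 also: luciferase carries N-glycosylation sites so blocking glycosylation raises the light; 0% = median of neutral control wells and 100% = median of 100 nM tunicamycin wells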
aDG glyco act: alpha-DG glycosylation activation. Pro5-aDG cells, alpha-DG glycosylation AlphaScreen (IIH6); 0% Pro5, 100% B10-LARGE cell signal. activation, % at 10 µM. hit rate 0.22% among 360,000;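 active = activation of at least 8% versus controls, or a plate z-score of at least 8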;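 also: Pro5 are CHO cells carrying HIG-tagged alpha-DG that lacks glycosylation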
ABHD5 PLIN5 PPI: inhibitors of human ABHD5-perilipin-5 interaction | Q00G26+Q8WTS1 | Split G. princeps luciferase complementation, luminescence, 4 h | inhibition, % at 4 µM | hit rate 0.78% among 360,000;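 active = inhibition above the mean inhibition across every tested compound plus 3 SD, cut at about 22% in these data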;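 also: 0% = DMSO only wells and the 100% control is not disclosed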
MC4R antagonist: blocks human MC4R cAMP signaling; inhibition, % at 6.5 µM; AID 540295; MC4R-expressing cells, MTII-stimulated cAMP, LANCE TR-FRET; hit rate 0.48% among 360,000; P32245;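 active = inhibition above its plate's cutoff, the mean of tested wells on that plate plus 3 SD, cut at about 29% in these data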;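 also: 0% = Melanotan II alone and 100% = Melanotan II plus saturating MCL0020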
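material = U2OS cells stably expressing human melanocortin 4 receptor (MC4R) | also added = Melanotan II challenge | dosing = single nominal compound dose of 6.5 µM | detection = TR-FRET with Eu-cAMP and labeled anti-cAMP, 671 nm | replication = singlicate | timing = compound 30 min, challenge 1 h, detection 1 h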
MC4R ag barr: human MC4R agonism via beta-arrestin; U2OS MC4R beta-arrestin complementation, luminescence; percent of melanotan II response, DMSO zero; activation, % at 8.9 µM; hit rate 0.98% among 360,000;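 active = activation above a per-plate cutoff, the mean activation of sample wells on that plate plus 3 SD, cut at about 8% in these data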
NOD2 RIPK2 PPI: inhibitors of human NOD2-RIPK2 interaction; O43353; CHO BLA complementation NOD2-RIPK2, CCF4 ratio; inhibition, % at 4.98 µM; hit rate 0.38% among 360,000; AID 624267; in the data active = inhibition above about 21%;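 also: 0% = vehicle only and 100% = reference blocker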
* marks the source's active call; other numbers are inactive results; / = not tested or not shown. This is a subset. The share of hits here may be higher or lower than overall.

SMILES	Granule exo inh	Vif inh	ABCB6 inh 2	TLR9-MyD88 block	N-glyco inh	aDG glyco act	ABHD5 PLIN5 PPI	MC4R antagonist	MC4R ag barr	NOD2 RIPK2 PPI
COc1ccc(-c2csc(N(CCCN(C)C)C(=O)c3ccc(OC)c(OC)c3)n2)cc1	7	/	95	-13	-2	0.1	3	-4	-1.4	-1
COc1ccc(-c2nnc(SCc3csc(N)n3)n2C)cc1	0	/	101	-4	2	0.1	-20	12	1.5	-2
COc1ccc(N(CC(=O)N2CCc3ccccc3C2)S(C)(=O)=O)cc1OC	-2	7	92	3	0	0.2	2	0	-0.4	2
C=CCn1c(=O)[nH]c2nc3cc(N=CN(C)C)c(C)cc3nc2c1=O	-3	-2	109	2	4	0.0	-6	-4	-2.5	-9
CC(C)C1N(C(=O)N(C)C)CCN1S(=O)(=O)c1ccccc1 (configuration not stated)	-2	-20	91	-9	1	-0.1	2	8	-0.8	-12
CC(C)c1ccc(NC(=S)NCc2ccc3c(c2)OCO3)cc1	-3	17	96	-3	0	0.4	-10	9	12*	7
O=C1NC[C@H](CCCCN2C[C@H](Cc3ccccc3)N(CCc3ccccc3)C(=O)C2=O)N(CCC2CCCCC2)C1=O	0	/	94	/	/	0.2	17	/	/	5
Cc1ccc(-c2[nH]c(-c3ccc(C(=O)O)cc3)nc2-c2ccccc2)cc1	-3	5	102	2	5	0.0	-3	19	-2.4	4
CC(N)C12CC3CC(C1)CC(C(C)N)(C3)C2 (configuration not stated)	3	14	100	-4	-1	-0.1	0	5	0.3	7
CC(C)(C)C(=O)Nc1ccccc1C(=O)N1CCCC1	2	-5	89	0	3	0.1	-4	2	-2.1	2
CCNc1nc(NCC)nc(SCCOc2ccc(C)cc2)n1	4	-5	96	-1	-12	0.6	-7	8	0.6	-1
O=C(NC1CCCCCC1)C(=S)NCc1ccccc1	5	1	92	2	0	-0.1	-9	12	-3.9	0
O=C(NCc1ccco1)C12CC3CC(C1)CC(C(=O)NCc1ccco1)(C3)C2	-6	1	96	3	-1	0.0	7	7	1.0	-13
O=C(CSc1nc2ccccc2c(=O)[nH]1)Nc1ccc([N+](=O)[O-])cc1	4	-5	99	-6	-3	0.0	-3	-6	1.9	6
COc1ccc(CCNC2CCc3ccccc3C2)cc1 (configuration not stated)	7	5	99	-7	3	-0.1	10	6	-1.0	4
Cc1ccc(C(=O)/C=C/NCc2ccc(F)cc2)cc1	0	1	89	11	0	0.9	-2	-3	-0.6	-1
Nc1nnc(SCC(=O)NNC(=O)c2ccccc2F)s1	-1	13	100	5	2	0.2	-9	10	0.1	-4
Cc1cccc(CSc2nc3c(c(=O)[nH]2)CCCC3)c1	4	-24	100	-7	1	0.0	0	-3	0.0	11
NC(=O)COc1ccc(=O)n(-c2ccccc2)n1	-15	1	98	0	1	0.0	-6	18	2.1	-7
Cc1nn(C(C)C(=O)O)c(C)c1[N+](=O)[O-] (configuration not stated)	7	/	94	-9	2	-0.4	0	24	-0.9	3
Cc1csc(-c2cnn(-c3ccccc3)c2NC(=O)c2ccccc2)n1	2	2	92	-3	0	0.2	-5	3	1.6	-11
CCOc1cc(NC(=S)N2CCC(C(N)=O)CC2)c(C(=O)OC)cc1OCC	0	11	100	3	-1	-0.2	-1	9	-0.6	-7
Cc1ccc(Nc2ccc(C(F)(F)F)cc2[N+](=O)[O-])cc1	-3	1	104	-4	-4	-0.1	-5	12	3.8	8
Cc1sc2nc(SCc3ccc(C(=O)O)cc3)n(Cc3ccco3)c(=O)c2c1C	8	-12	91	-7	5	0.3	8	2	-1.0	-3
Cc1ccc(CNC(=O)CSCc2ccccc2F)cc1	-1	-1	91	0	-2	0.0	-4	1	-0.9	9

Ordered by the number under aDG glyco act (highest first): some entries from above
SMILES	Granule exo inh	Vif inh	ABCB6 inh 2	TLR9-MyD88 block	N-glyco inh	aDG glyco act	ABHD5 PLIN5 PPI	MC4R antagonist	MC4R ag barr	NOD2 RIPK2 PPI
CC(C)c1ccc(NC(=S)NCc2ccc3c(c2)OCO3)cc1	-3	17	96	-3	0	0.4	-10	9	12*	7
O=C1NC[C@H](CCCCN2C[C@H](Cc3ccccc3)N(CCc3ccccc3)C(=O)C2=O)N(CCC2CCCCC2)C1=O	0	/	94	/	/	0.2	17	/	/	5
CC(N)C12CC3CC(C1)CC(C(C)N)(C3)C2 (configuration not stated)	3	14	100	-4	-1	-0.1	0	5	0.3	7

Next records follow:
SMILES	Granule exo inh	Vif inh	ABCB6 inh 2	TLR9-MyD88 block	N-glyco inh	aDG glyco act	ABHD5 PLIN5 PPI	MC4R antagonist	MC4R ag barr	NOD2 RIPK2 PPI
Cc1ccsc1/C=C1\Oc2cc(O)ccc2C1=O	-12	-2	129	25*	1	-0.4	4	-12	-2.4	50*
CC(=O)c1ccc(S(=O)(=O)N2CCN(C(=O)C3CCCC3)CC2)cc1	0	11	98	1	-1	0.2	-1	6	-0.4	-7
COc1ccc2[nH]c(=O)c(CN(CC3CCCO3)C(=O)Nc3ccccc3OC)cc2c1 (configuration not stated)	2	-9	104	-3	5	0.0	12	6	-1.3	-2
CCOC(=O)COc1nc(-c2ccco2)cc(-c2ccco2)c1C#N	-1	-2	108	/	1	0.0	9	5	1.1	-9
CC(C)NC(=O)C1CCN(C2CCN(C(=O)C3=CCCC3)CC2)CC1	3	/	101	-9	1	0.1	-1	8	-1.0	-15
COc1ccc(C(C)n2c(C)c3c(C)nnc(C)c3c2C)cc1 (configuration not stated)	-3	-5	109	-7	0	0.1	1	0	-0.7	-18
O=C(CCCOc1ccccc1)N1CCN(S(=O)(=O)c2cccs2)CC1	5	-5	96	3	-2	-0.2	-1	13	0.3	-5
Cc1cccc(C)c1-n1c(C)cc(/C=N\NC(=O)CC(=O)NC2CCCCC2)c1C	4	4	101	7	-1	0.9	3	-7	4.0	-12
CC(C)n1nnnc1SCC(=O)c1ccc2c(c1)OCCO2	4	/	90	7	-9	0.1	1	3	-2.1	-13
CCn1cc(C(=O)N2CCN(c3ccc(OC)cc3)CC2)c2cc(OC)c(OC)cc2c1=O	1	-14	97	3	2	0.1	-2	8	-3.0	-13
Cn1c(=O)c2[nH]c(CCCCc3nc4ccccc4[nH]3)nc2n(C)c1=O	-5	3	96	-2	4	0.0	-3	4	0.7	-15
C[C@H](NC(=O)[C@@H]1CCCN1C(=O)[C@@H]1CCCN1C(=O)c1ccc(Cl)cc1)c1ccccc1	-6	/	92	/	/	0.0	-9	/	/	-5
CCc1ccc(C(O)c2ncc(-c3cccc4ccccc34)[nH]2)cc1 (configuration not stated)	-2	-7	85	/	4	2.4	-5	-2	3.8	0
O=C(O)c1ccnc(Cl)c1	-1	-1	111	2	1	0.0	-1	8	-0.7	0
O=C(COC(=O)CN1C(=O)C2CCCCC2C1=O)Nc1cc(F)ccc1F (configuration not stated)	1	11	104	-3	3	-0.3	-3	1	1.0	-2
COc1cc(S(=O)(=O)Nc2ccc(Br)cc2)ccc1N	-3	-1	101	-3	1	0.3	2	9	0.4	-10
O=C(NCc1ccco1)c1scc2c1OCCO2	1	4	106	-10	-2	0.2	6	8	-0.4	2
Cc1cc(O)c(-c2cc(C(=O)Nc3cccnc3)[nH]n2)cc1C	-2	-5	98	4	-11	0.0	5	-4	0.9	-15
CC(C)C[C@H](NC(=O)OC(C)(C)C)C(=O)N[C@@H](CO)[C@H](O)[C@@H]1C[C@@H]1C(=O)N1CCCC1	37	0	98	1	-1	0.0	2	5	-2.2	11
COc1ccccc1NCC(O)COc1ccc(C(C)(C)C)cc1 (configuration not stated)	8	-5	97	5	1	-0.1	-19	15	2.6	-2
CCc1nnc(NC(=O)CCS(=O)(=O)c2ccc(C)cc2)s1	1	14	96	-2	-5	0.5	0	-1	-4.2	-2
COc1ccc(/C=C/C(=O)OCC(=O)c2ccccc2F)cc1	9	0	105	-4	1	0.0	7	5	-0.8	-9
Cc1ccc(C)c(-c2nn(-c3cc(N4CCN(CCO)CC4)ccc3[N+](=O)[O-])c(=O)c3ccccc23)c1	13	/	103	3	0	-0.1	13	2	0.3	22*
COC(=O)Cc1ccc(NC(=O)C(c2ccccc2)c2ccccc2)cc1	0	9	96	-8	-8	0.0	-3	-2	1.7	4
CC(C)C(=O)Nc1ccnc(-c2cccnc2)n1	-3	11	106	-6	3	-0.2	1	17	-2.1	7

New compounds follow
SMILES	Granule exo inh	Vif inh	ABCB6 inh 2	TLR9-MyD88 block	N-glyco inh	aDG glyco act	ABHD5 PLIN5 PPI	MC4R antagonist	MC4R ag barr	NOD2 RIPK2 PPI
CSc1sc(C(=O)NN)c2c1C1(CCC2)SCCS1	2	9	93	2	-1	-0.4	-2	20	-0.2	-2
O=C(COC(=O)/C=C/c1cccc(C(F)(F)F)c1)Nc1ccc(Cl)cn1	-1	31	94	2	0	0.1	-5	4	-1.0	4
COc1ccc(C2C(C(=O)NCCCN3CCOCC3)c3ccccc3C(=O)N2c2ccc(OC)cc2)cc1 (configuration not stated)	1	-6	93	1	1	1.5	5	3	1.2	24*
NC(=O)CC(NC(=O)Cc1cccc2ccccc12)c1ccc(NCc2ccccc2)c([N+](=O)[O-])c1 (configuration not stated)	-3	8	101	-6	0	-0.3	-10	4	-0.1	-1
COc1cccc(CN(C)C(=O)CNC(=O)c2ccc3c(c2)OCO3)c1OC	-9	13	97	-12	-1	0.4	1	14	-3.0	-16
COc1cccc(C(=O)NCc2ccc3c(c2)OCO3)c1OC	2	9	98	-9	2	0.0	-4	3	-0.5	7
COc1ccc(C(=O)/C=C/c2ccccc2)c(OC)c1	-1	-8	100	10	9	0.6	26*	3	-1.4	6
Cc1ccc(-c2ccnc3[nH]n(-c4ccccc4)c(=O)c23)cc1	-11	-2	100	-9	1	0.0	2	-1	-1.9	-5
Cc1nnc(SCCn2c(N(C)Cc3ccccc3)nc3c2c(=O)n(C)c(=O)n3C)s1	-4	-4	104	1	11	0.1	-2	-4	-0.9	-5
CCC(C)NC(=O)CCc1c(C)nc2c(c(C)nn2-c2ccccc2)c1C (configuration not stated)	20	-7	97	-2	-4	0.1	-9	3	-0.1	-6
CC(=O)Nc1cc(C(=O)OCC(=O)c2ccccc2)ccc1C	2	1	99	0	-5	-0.3	13	-14	3.4	-7
O=C(NC(=S)Nc1ccc(S(=O)(=O)N2CCOCC2)cc1)c1ccccc1[N+](=O)[O-]	-2	-3	93	-6	2	-0.4	-1	4	-1.8	2
CCOc1ccc(NS(=O)(=O)c2ccc(NS(=O)(=O)c3cccs3)cc2)cc1	3	-1	84	-1	-4	-0.2	-6	10	-1.3	-7
CC(=O)Nc1ccc(S(=O)(=O)Nc2nc(CN3CCOCC3)nc3sc4c(c23)CCCC4)cc1	-3	/	83	-3	1	0.1	4	14	-1.5	5
CCCOc1ncnc2c1[nH]c1ccccc12	-1	-16	98	-5	3	2.3	2	5	-1.1	-1
CC1CCCCC1NC(=O)CSc1nnc(COc2ccc(Cl)cc2)o1 (configuration not stated)	-4	-5	96	6	-4	0.1	-4	21	5.2	-4
Cc1nc(N)ncc1CCC1OCCO1	-11	11	103	-9	-1	-0.3	-10	3	-2.8	5
CCn1cc(C(=O)N[C@H](C)c2ccccc2)c(=O)c2cc(F)c(N3CCN(C)CC3)cc21	2	/	99	-8	0	2.0	5	10	-2.3	14
Nc1nnc(SCC(=O)NNC(=O)c2ccc(F)cc2)s1	2	6	95	1	-2	-0.2	6	1	2.5	-20
